Assay outcomes: PubChem BioAssay, several laboratories
Yfh1-off respiration: mitochondrial function rescue without frataxin homolog – Friedreich's ataxia, plus single-dose screen, dose response (AID 1465). S. cerevisiae Yfh1-off respiration, WST-1 reduction, 72 h; higher fold induction means a stronger effect. fold induction at 50 µM; hits with a dose series show EC50 in µM. hit rate 0.074% among 220,000;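 active = fold induction of absorbance versus untreated yeast above a set limit, then at least 30% activation at any dose in follow-up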;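 note: activators that raise dye reduction in frataxin-depleted yeast; strong numbers were not always called active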
Lipid droplet: hepatic lipid droplet formation modulation; AML12 mouse hepatocytes, oleate lipid droplets, BODIPY imaging; inhibition, % at 6.5 µM; hit rate 0.4% among 240,000;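 active = lipid droplet intensity inhibited by at least 50%, with more than 500 cells counted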
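Assay system: AML12 mouse liver cells | Compound dosing: One dose, 6.5 µM compound | Read-out basis: Droplet intensity reduction, % inhibition | Measured by: Fluorescence imaging, 20x objective, two fields per well | Schedule: Overnight treatment with compound plus oleate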
Autophagy HCS: autophagy modulation, high-content screen | hit rate 0.98% among 190,000 | AID 463193 | calls only at 10 µM (by protocol) | MEF GFP-LC3 puncta imaging; test concentration mostly 10 µM;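 active = percentage of spot-positive cells more than 3 SD above its plate mean, without a fluorescence outlier flag or 80% toxicity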;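 note: spot-positive cell cutoff set from DMSO-treated cells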
Ins promoter up: MIN6 insulin promoter up-regulation. MIN6 insulin promoter-GFP reporter, high-content imaging; active compounds read high. z-score at 5 µM. hit rate 0.3% among 190,000. AID 1625;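 active = z-score above 3 at 5 µM with at least 500 cells counted in the well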
P. falciparum M17LAP: P. falciparum M17LAP inhibitors, primary screen, biochemical, fluorogenic H-Leu-NHMec substrate, 1536-well (AID 1619) | recombinant M17LAP, H-Leu-NHMec fluorogenic kinetic assay; higher % means a stronger effect | one-dose inhibition, % at 30 µM; IC50 in µM for titrated hits | hit rate 0.38% among 220,000;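 active = compound inhibiting the enzyme by more than half at any dose during confirmatory dose-response retesting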;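 note: plate controls were full reaction with DMSO carrier for no effect and no enzyme background for full effect; strong numbers were not always called active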
Dynein transport: dynein cargo transport inhibition; 3617.4 mouse cells, GR-EGFP nuclear translocation imaging; test concentration mostly 20 µM; stimulated with dexamethasone, 1 µM; active compounds read low; hit rate 0.47% among 220,000; z-score, hits read low;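 active = plate z-score of nuclear minus cytoplasmic receptor signal below a set negative limit, without overly bright fluorescence or cell loss, cut at about -3.5 in these data, passing the limit was not always enough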;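 note: z-score of nuclear minus cytoplasmic ring GR-EGFP intensity difference per well; some compounds called inactive have numbers as strong as hits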
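medium = tetracycline-free induction medium containing charcoal-stripped FBS | probe or stimulus = dexamethasone, 1.0 µM final | timing = 48 h induction, then 1 h compound, then 30 min agonist, 37 °C | detection = automated 10x imaging of fixed Hoechst-stained cells | read-out basis = nuclear versus cytoplasmic GR-EGFP signal, averaged per well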
MT stabilizer: microtubule stabilizers in HeLa cells. HeLa tubulin immunostaining HCS, 24 h; share of cells brighter than vehicle mean+2SD. % tubulin-high responders, % at 10 µM. hit rate 0.83% among 200,000;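 active = plate Z-score above 3 for both tubulin-high and condensed-nucleus cell shares, with cell loss under 80%, at 10 µM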;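 note: anti alpha tubulin signal scored within the nucleus-defined area of each cell; some results filed as inactive read as strong as hits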
M1AAP inhibition: malaria alanyl aminopeptidase activity blockers – biochemical, fluorogenic H-Leu-NHMec substrate, 1536-well (AID 1445); recombinant M1AAP, H-Leu-NHMec fluorogenic kinetic assay; higher % means a stronger effect; one-dose inhibition, % at 30 µM; IC50 in µM for titrated hits; hit rate 0.42% among 220,000;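 active = primary inhibition above the hit cutoff, then over 50% inhibition at one or more dose response concentrations, cut at about 23% in these data, passing the limit was not always enough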;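 note: plate controls were DMSO full reaction for no effect and no enzyme background for full effect; strong numbers were not always called active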
CSM14.1 death rescue: rescue of cells from ER stress-induced death, primary screen, 384-well, CSM14.1, thapsigargin, ATP luminescence (AID 1222). 190,000 tested, under 10 active. CSM14.1 thapsigargin-induced death rescue, ATP luminescence; higher % means a stronger effect. cellular ATP content (survival), % at 20 µM; hits with a dose series show EC50 in µM;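 active = EC50 below 50 µM in the dose-response confirmation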;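 note: death triggered by thapsigargin at about 15 µM added after 2 h compound pretreatment; cell ATP read after overnight thapsigargin exposure of roughly 18 to 22 hours; normalized against plate controls of thapsigargin alone and 5% DMSO vehicle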
Dynein transport cytoplasmic EGFP: second read-out of Dynein transport, no call of its own (marks repeat the call); z-score; measured here: cytoplasmic GR-EGFP intensity; active compounds read high
Dynein transport nuclear GR-EGFP: recorded beside Dynein transport, whose call it bears; z-score; measured here: nuclear GR-EGFP intensity;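 lower value marks the stronger effect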
Dynein transport cell count: second read-out of Dynein transport, no call of its own (marks repeat the call); z-score; measured here: cell count per field
Ins promoter up cell count: also measured in Ins promoter up; calls as there; cell count; measured here: cytotoxicity, nuclei count;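 total cells summed across four imaged fields per well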
Lipid droplet cells 6.5 µM: second read-out of Lipid droplet, no call of its own (marks repeat the call); cell count; measured here: cell count, cytotoxicity flag;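 cells counted across two imaged fields per well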
MT stabilizer Hoechst-high %: also measured in MT stabilizer; calls as there; % Hoechst-high responders; measured here: nuclear condensation Hoechst responders;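 share of cells brighter than vehicle mean plus two SD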
MT stabilizer cytotoxicity %: second read-out of MT stabilizer, no call of its own (marks repeat the call); toxicity, %; measured here: cytotoxicity by cell density;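 0% = mean cell density of plate MIN control wells and 100% = no cells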
Autophagy HCS cell loss 18 h: second read-out of Autophagy HCS, no call of its own (marks repeat the call); toxicity, %; measured here: cell loss, nuclei count;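 cell loss after 18 h compound exposure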
* hit, by the source's call; i = inactive; / = not tested or not shown.

SMILES	Yfh1-off respiration	Lipid droplet	Lipid droplet cells 6.5 µM	Autophagy HCS	Autophagy HCS cell loss 18 h	Ins promoter up	Ins promoter up cell count	P. falciparum M17LAP	Dynein transport	Dynein transport cytoplasmic EGFP	Dynein transport nuclear GR-EGFP	Dynein transport cell count	MT stabilizer	MT stabilizer Hoechst-high %	MT stabilizer cytotoxicity %	M1AAP inhibition	CSM14.1 death rescue
CCCn1c(SCC(=O)Nc2ccc(Cl)cc2)n[nH]c1=O	i	-1.6	693	i	12.7	-0.51	1181	3.4%	-1.12	-0.208	-0.452	0.302	3.0	1.6	4.9	3.1%	/
COc1ccc(N2C(=O)[C@@H]3C(c4cccnc4)=NO[C@@H]3C2=O)cc1	i	-26.6	676	/	/	-0.01	1094	-4.8%	0.395	-0.26	0.185	0.0661	/	/	/	-4.7%	/
Cc1ccc(S(=O)(=O)N2CCCCC2)cc1NC(=O)Cc1c[nH]c2ccccc12	i	-31.1	544	i	-8.7	0.02	1432	-1.9%	-0.482	-0.266	-0.331	0.309	3.4	1.8	11.0	1.1%	0.1%
CN(C(=O)c1ccncc1)C1CCS(=O)(=O)C1 (centres undefined)	i	/	/	i	6.0	0.45	1176	5.4%	-0.591	-0.239	0.0406	0.58	3.6	3.0	6.2	-2.8%	0.0%
Cc1ccc(C)c2[nH]c(=O)c(CCNC(=O)c3cc4ccccc4o3)cc12	i	-0.8	700	i	5.4	-0.5	1461	3.8%	-0.262	-0.199	-0.0331	-0.269	2.0	1.6	6.6	6.3%	-0.1%
Cn1c(SCCOc2cccc(Cl)c2)nnc1-c1ccncc1	i	/	/	i	4.0	0.56	1560	6.7%	-0.198	-0.394	-0.0808	-0.159	2.8	1.6	0.7	1.1%	-0.9%
CC(C)CC(NC(N)=O)C(=O)NCc1ccccc1Cl (centres undefined)	i	15.8	707	i	16.0	1.31	1155	1.4%	-1.42	0.0823	-0.0622	0.119	1.0	1.7	8.3	6.6%	-2.3%
CCOC(=O)C(=O)NNc1ccc(F)cc1	i	16.7	698	/	/	/	/	5.6%	-0.798	-0.224	0.189	-0.302	/	/	/	2.0%	/
COc1cccc(C(=O)NC2=NCCS2)c1	i	3.2	760	i	-1.7	/	/	4.1%	-0.0435	-0.222	0.225	-0.183	1.1	2.1	7.0	1.0%	-3.8%
COc1cc2nc(=S)n3[nH]c(COc4ccccc4C)nc3c2cc1OC	i	-6.5	567	i	9.2	/	/	-6.7%	2.38	-0.0453	1.4	-1	4.4	2.9	1.8	-6.5%	-1.9%
O=C(Cn1cnc2ccccc2c1=O)Nc1nnc(SCc2ccccc2)s1	i	/	/	i	-27.0	-0.4	1615	1.9%	-0.759	0.539	0.435	0.727	1.9	1.2	6.8	-5.6%	-0.8%
CCc1ccc(N(C)S(=O)(=O)c2ccc3[nH]cc(C(=O)NCCN4CCOCC4)c(=O)c3c2)cc1	i	-0.6	712	i	-9.4	0.18	750	-11.4%	-0.0589	-0.256	0.142	0.258	1.8	1.1	3.5	0.7%	-0.8%
CCOC(=O)CN1C(=O)C2Cc3ccccc3CN2C1=S (centres undefined)	i	/	/	i	4.7	0.09	1354	-7.9%	-0.558	-0.217	-0.346	0.478	1.2	1.5	7.6	-4.3%	0.9%
C=CCNc1nc(Nc2ccc([N+](=O)[O-])cc2)nc(OC)n1	i	0.9	754	i	3.5	-0.63	1321	6.1%	-0.513	-0.297	-0.203	0.384	1.2	1.7	5.2	1.8%	0.8%
COc1ccc(CCn2c(C3CCCCC3)nc3c(c(=O)c4ccccc4n3C)c2=O)cc1OC	i	3.5	703	/	/	-0.39	1402	-3.9%	0.745	-0.259	0.323	-0.158	/	/	/	-1.2%	/
CCS(=O)(=O)N1CCN(C2Cc3ccccc3C2)CC1	i	-1.1	787	i	-3.8	0.53	956	13.6%	-0.235	-0.282	0.534	0.302	1.8	0.9	6.3	3.4%	-1.8%
O/N=C/c1cn(-c2ccccc2)nc1-c1ccc2c(c1)OCCO2	i	/	/	i	-4.3	-0.74	1399	10.2%	0.277	-0.225	-0.812	0.127	1.9	1.8	1.2	-8.1%	-1.5%
Cc1oc2cc3c(C(=O)N4CCCCC4)c(C)oc3cc2c1C(=O)N1CCCCC1	i	/	/	i	9.5	0.86	965	6.0%	0.526	-0.191	0.111	-0.394	4.8	1.7	4.1	-3.8%	1.8%
O=C(Nc1nc(-c2ccccn2)cs1)c1cc(Cl)ccc1[N+](=O)[O-]	i	-56.6	501	i	27.4	0.21	1315	-0.2%	0.458	-0.2	0.636	-1.37	1.4	0.6	11.7	-15.9%	/
Cc1cc(C)n(-c2ccc(C(=O)Nc3sccc3C(N)=O)cc2)n1	i	/	/	i	36.7	0.18	995	13.2%	-0.761	-0.177	-0.194	0.87	1.9	2.2	7.9	8.9%	-1.0%
Cc1cccc(Nc2nc(N)nc(CN3CCC(C)CC3)n2)c1C	i	-8.2	718	i	4.2	0.86	1317	3.4%	0.274	-0.213	0.37	-0.686	2.4	2.4	3.3	12.6%	-4.1%
O=C(Nc1ccccc1)OCc1cn(-c2ccc(Cl)cc2)nn1	i	/	/	i	-2.8	0.45	1395	15.8%	-0.361	-0.191	-0.33	0.286	2.2	1.8	4.4	1.6%	-2.6%
Cc1ccc2c(c1)C(=C(C#N)C#N)C(=O)N2CCN1CCOCC1	i	-3.8	689	/	/	-0.32	1018	1.3%	-3.33	0.529	-1.56	0.685	/	/	/	3.6%	/
O=C(Nc1ccc(F)cc1)C1CCCN1S(=O)(=O)c1cccc2nsnc12 (centres undefined)	i	-18.3	680	/	/	1.82	1061	9.1%	2.17	-0.0421	1.78	-2.37	/	/	/	-0.1%	/
CCOC(=O)COc1ccc(Oc2nc(C)cc(OC)n2)nn1	i	/	/	i	2.1	/	/	3.6%	3.48	-0.0362	2.62	-2.45	4.8	2.6	11.3	6.6%	-2.4%
COc1ccc2nc(N3CCCC3)c(C#N)cc2c1	i	0.8	789	i	-11.3	-0.97	716	-10.4%	-4.17*	0.76*	-1.81*	0.341*	2.7	2.4	2.6	13.8%	-1.5%
COC(=O)CN1C(c2ccccc2O)Nc2ccc(Br)cc2C1c1ccccc1 (centres undefined)	i	-5.0	674	i	2.7	-0.16	1427	8.8%	-0.0726	-0.229	-0.0582	0.647	2.2	1.5	0.0	2.3%	-1.4%
COc1ccc(N2CCN(C3CC(=O)NC3=O)CC2)cc1 (centres undefined)	i	/	/	i	-6.3	0.54	1367	2.0%	-0.714	-0.187	-0.0857	-0.202	4.8	2.4	5.3	2.4%	-3.7%
COc1ccc(-c2nc(CCl)cs2)cc1	i	5.1	702	i	-16.2	0.93	1383	1.8%	-0.172	-0.207	-0.394	0.383	5.3	3.1	2.1	1.9%	-1.4%
CCOc1ccc(S(=O)(=O)NCCC(=O)OC(C)C(=O)N2CCc3ccccc32)cc1 (centres undefined)	i	/	/	i	10.5	0.42	1640	-1.5%	0.419	-0.14	0.14	-0.462	3.4	2.7	0.9	-0.2%	-1.3%
CCOC(=O)CCCCC(=O)c1[nH]c(=O)[nH]c1CSc1nnc2c3cc(Br)ccc3n(C)c2n1	i	11.9	715	i	8.9	-0.47	1620	0.3%	-0.634	-0.282	-0.516	0.0797	4.0	1.5	3.7	0.9%	-0.3%
CCOC(=O)c1ccc(NC(=S)Nc2ccccc2)cc1	i	1.2	667	i	7.7	-0.02	1248	5.8%	0.911	-0.221	0.575	-0.757	2.5	3.2	9.5	8.8%	-1.4%
COc1ccc(C(=O)Nc2nc(C)cs2)cc1S(=O)(=O)N1CCCC1	i	11.9	621	i	-29.0	-1.31	1571	3.3%	-0.311	-0.137	-0.143	0.542	1.5	1.7	7.6	5.0%	-1.9%
COc1ccc(C(=O)Nc2cccc(OC)c2)cc1	i	/	/	i	-8.0	1.94	892	5.3%	-0.206	-0.229	-0.0784	0.678	1.8	2.0	2.6	1.6%	-3.8%
CCCCCOC(=O)c1ccc(NC(=O)c2ccco2)cc1	/	-0.7	760	i	-4.5	/	/	7.1%	-0.572	-0.173	0.0287	-0.36	3.9	2.5	10.4	-0.3%	-2.7%
O=C(CN(C1CCCCC1)S(=O)(=O)c1ccc(F)cc1)NC1CC1	i	/	/	i	-3.2	0.85	1201	0.2%	-0.673	-0.224	-0.468	0.953	1.5	1.1	3.9	0.7%	-2.1%
CCCc1cc(=O)[nH]c(SCC(=O)Nc2ccc(OC(F)F)cc2)n1	i	/	/	i	-6.6	0.25	1277	5.0%	-0.259	-0.201	-0.283	0.245	1.4	1.2	5.4	-2.3%	-0.6%
O=C(O)COc1c(Cl)cc(/C=C2/NC(=O)NC2=O)cc1Br	i	8.3	731	i	6.0	-0.1	1249	34.8%	-0.825	-0.198	-0.525	1.31	1.9	1.4	6.4	9.0%	0.0%
CCCOc1cc(C)c(S(=O)(=O)NC2CC(C)(C)NC(C)(C)C2)cc1C	i	-24.2	731	i	2.4	-0.12	1325	-12.6%	1	-0.163	0.884	-1.57	3.0	2.7	5.0	1.2%	-1.4%
CCOC(=O)c1ccc(NCc2ccc3c(c2)OCO3)cc1	i	/	/	i	13.3	-0.56	1350	-8.8%	1.62	-0.194	1.28	-1.36	6.4	1.3	4.2	-4.8%	-1.7%

Outcome played no part in choosing rows. About 3.5% of those tested had a hit in this group.
